p53 reactivation = qHTS assay for re-activators of p53 using a Luc reporter. H1299 p53-A138V BP100-luciferase reporter, luminescence, 24 h. Potency, µM (series often up to 92.2 µM), without a hit: at the top dose activity change, positive = activation, hits mostly activators. 0.063% of 320,000 active. AID 504706, 2011; note: % of control where 0% means no effect; nearly all actives have a fitted effect of over 45% in size
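p53-null H1299 cells stably carrying temperature-sensitive p53-A138V and a BP100-luciferase reporter were pinned with compounds (4-point, 1:5 series) and held 24 hrs at 37 deg C. Luminescence was read 10 min after detection reagent.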
uPA surface inh = qHTS for Inhibitors of Cell Surface uPA Generation; cell surface uPA generation assay, qHTS; Potency, µM (series often up to 38.3 µM), inactives show top-dose activity change, negative = inhibition, actives largely listed as inhibitors; 0.31% of 330,000 active; AID 540303, 2011; active = well fitted inhibition curve with a large enough effect; inconclusive = small, poorly fitted or top-dose-only effect; inactive = no such curve, though single readings can be large or run the other way; tested in mouse RAW 264.7 cells; note: % is set by controls: 0 for no effect and ±100 for the full control effect; nearly all actives have a fitted effect of over 55% in size
ELG1 genotoxic = qHTS screen for small molecules that induce genotoxicity in human embryonic kidney (HEK293T) cells expressing luciferase-tagged ELG1; Potency, µM (highest dose often 46 µM), without a hit: at the highest dose activity change, positive = activation, usual class: activators; 1.3% of 330,000 active; HEK293T ELG1-luciferase reporter, luminescence, 16 h; note: % of control where 0% means no effect; nearly all actives have a fitted effect of over 60% in size
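Quantitative HTS format in 1536-well plates. HEK293T ELG1-luciferase reporter cells receive test compound and are incubated 16 hr at 37 °C, 5% CO2; ONE-Glo added, 30 min room temperature, then luminescence read.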
BRCA1 expr act = qHTS Assay to Identify Small Molecule Activators of BRCA1 Expression; MCF7-BRCA1-FFLuc reporter, luminescence, 48 h; response scale: scaled: vehicle 0%, 10 µM genistein 100%; Potency, µM (titrated, usually from 46.1 µM), without a hit: top-dose activation, usual class: activators; 1.1% of 380,000 active; AID 624202, 2012; note: nearly all actives have a fitted effect of over 80% in size; some results filed as inactive show a strong effect at the top dose
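Compounds are tested at multiple concentrations on MCF7 BRCA1-luciferase reporter cells seeded at 2000 per well; after 48 h, a single luminescence end-point is taken and curves fitted to the normalized data.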
VP16 counter = VP16 counterscreen qHTS for inhibitors of ROR gamma transcriptional activity. Potency, µM (top dose mostly 53.6 µM), without a hit: at the top dose activity, negative = inhibition, most hits filed as inhibitors. Drosophila S2 Gal4-VP16 UAS-luciferase, luminescence, 20 h. 3.5% of 310,000 active;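 note: Gal4-VP16 expression switched on by copper sulfate through the metallothionein promoter; % is set by controls: 0 for no effect and ±100 for the full control effect; nearly all actives have a fitted effect of over 50% in size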
MBNL1 CUG block = qHTS Assay for Inhibitors of MBNL1-poly(CUG) RNA binding; Muscleblind-like protein 1 (Homo sapiens), Q9NR56; TR-FRET MBNL1-His/biotin-(CUG)12 binding, 665/545 ratio; Potency, µM (doses to about 57.5 µM), without a hit: at the top dose activity change, negative = inhibition, usual class: inhibitors; 0.036% of 280,000 active; active = well fitted inhibition curve with a large enough effect in the signal ratio, with a control signal flat, not every such curve was filed as active; inconclusive = small, poorly fitted or top-dose-only effect, or effect the other way, or a change in a side signal; inactive = no such curve, though single readings can be large or run the other way; the % refers to the signal ratio; note: % is set by controls: 0 for no effect and ±100 for the full control effect
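TR-FRET between His-tagged MBNL1 and biotin-(CUG)12 RNA, detected with Tb anti-His antibody (0.055 ng/ul) and streptavidin-XL665 (5 nM), 60 min at room temperature. Compounds titrated 92 nM to 58 uM; 665/545 nm ratio normalized to buffer and complex controls.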
RORg inh = qHTS for inhibitors of ROR gamma transcriptional activity; Nuclear receptor ROR-gamma (Mus musculus), P51450; Drosophila S2 Gal4-RORgamma UAS-luciferase reporter, 20 h; Potency, µM (top dose mostly 53.6 µM), for inactives: top-dose activity change, negative = inhibition, most hits filed as inhibitors; 5.4% of 310,000 active; AID 2551, 2010; note: % is set by controls: 0 for no effect and ±100 for the full control effect; nearly all actives have a fitted effect of over 60% in size
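Schneider cells (Drosophila), stable Gal4 DBD–ROR gamma + UAS-luc; 1 hr cmpd preincubation; Cu2+ induction 700 uM final; 20 hr ambient; luminescence.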
Rab9 promoter act = qHTS Assay for Rab9 Promoter Activators | Huh7 Rab9 promoter-luciferase reporter, luminescence, 24 h | Potency, µM (top dose mostly 9.22 µM), for the others: top-dose activation, negative = inhibition, usual class: activators | 2.8% of 320,000 active | AID 485297, 2010; note: % of control where 0% means no effect; nearly all actives have a fitted effect of over 60% in size
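Rab9 promoter-driven luciferase in stably transfected Huh7 cells; 1500 cells/well rested 2 h, exposed to compound in DMSO for 24 h at 37 °C, 5% CO2. Luminescence read 10 min after adding luciferase reagent at ambient temperature.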
NPC1 prom act = qHTS Assay for NPC1 Promoter Activators. 2.4% of 320,000 active. Potency, µM (highest dose often 9.22 µM), without a hit: at the top dose activation, actives largely listed as activators. Huh7 NPC1 promoter luciferase reporter, 24 h;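 note: % of control where 0% means no effect; nearly all actives have a fitted effect of over 60% in size; reporter is driven by a mutant NPC1 promoter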
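Stable NPC1-promoter luciferase Huh7 line; cpd (DMSO) 24 h, 37 °C, 5% CO2; Amplite luciferase reagent 10 min RT; luminescence readout. qHTS format.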
MLL CXXC-DNA inh = qHTS Fluorescence Polarization Assay for Inhibitors of MLL CXXC domain - DNA interaction; Histone-lysine N-methyltransferase 2A (Homo sapiens), Q03164; MLL-CXXC / FITC-HOXA9 DNA fluorescence polarization; Potency, µM (titrated, usually from 115 µM), inactives show at the highest dose activity change, negative = inhibition, most hits filed as inhibitors; 0.037% of 290,000 active; AID 2662, 2010; active = well fitted inhibition curve with a large enough effect in the polarisation, with a control signal flat, not every such curve was filed as active; inconclusive = small, poorly fitted or top-dose-only effect, or effect the other way, or a change in a side signal; inactive = no such curve, though single readings can be large or run the other way; the % refers to the polarisation
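Fluorescence polarization: 7 uM MLL-CXXC (stock) preincubated 5 min with compounds, then 50 nM fluorescein-HOX-A9 DNA (stock) added; 30 min ambient. Buffer 50 mM Tris-HCl pH 7.5, 50 mM NaCl, 1 mM DTT, 0.05% BSA.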
FLuc counter = qHTS profiling assay for firefly luciferase inhibitor/activator using purifed enzyme and Km concentrations of substrates (counterscreen for miR-21 project); Luciferin 4-monooxygenase (Photinus pyralis), P08659; purified FLuc, Km substrates, luminescence inhibition; Potency, µM (top dose mostly 57.5 µM), for the others: at the top dose activity change, negative = inhibition, hits mostly inhibitors; 6.9% of 360,000 active; AID 588342, 2011;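 note: plate controls were vehicle for no effect and reference inhibitor for full effect; nearly all actives have a fitted effect of over 55% in size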
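Purified P. pyralis luciferase (10nM final) with 10uM D-luciferin and 10uM ATP (Km levels) in 50mM Tris acetate pH 7.5, 10mM Mg acetate, 0.01% Tween-20, 0.05% BSA; qHTS 6-point titration, ~60 µM downward; luminescence read.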
An asterisk follows results filed as active; ? = inconclusive; · = not tested or not shown; [ ] = dose if it differs, or a comment. Unless noted, calls come from the whole dose curve; as a rule, active = well fitted curve in the direction sought with a large enough effect; inconclusive = small, poorly fitted or top-dose-only effect, or another doubt; inactive = no such curve, though single readings can be large; an effect the other way counts as inactive or inconclusive. Potency is the fitted concentration of half-maximal effect. Only part of the results is shown (hit frequency here may not be typical).

SMILES | p53 reactivation | uPA surface inh | ELG1 genotoxic | BRCA1 expr act | VP16 counter | MBNL1 CUG block | RORg inh | Rab9 promoter act | NPC1 prom act | MLL CXXC-DNA inh | FLuc counter
Cc1c(OCc2nn[nH]n2)ccc2c3c(c(=O)oc12)CCC(C)C3 (configuration not stated) | -1% | 0% | 4% | -1% | 12% | 5% | 31% | -4% | 23% | 4% | ?
O=c1c2ccccc2ncn1CCOCCOc1ccc([N+](=O)[O-])cc1 | -3% | -7% | -11% | 1% | -3% | 5% | 12% | -4% | -3% | -1% | 1%
CCOC(CCn1c(SCc2cccc([N+](=O)[O-])c2)nc2ccccc2c1=O)OCC | -3% | 0% | -6% | -78%[inhibitor] | -14% | 6% | ? | -8% | -3% | 3% | -1%
CC1CCN(C(=O)CSc2nnc(-c3cccnc3)o2)CC1 | -3% | 3% | 0% | -1% | -3% | -4% | -7% | 2% | -2% | -4% | 0%
Cc1ccc(-n2nc3c(c2NC(=O)CC(C)C)CS(=O)C3)cc1 (configuration not stated) | 11% | 10% | 4% | 2% | -4% | -6% | 26% | -5% | -4% | -7% | 1%
Cc1ncc(CO)c2c1Oc1nc(-c3ccccc3)nc(SCC(=O)N3CCOCC3)c1C2 | -2% | -6% | -5% | -24% | -19% | 5% | -9% | -8% | -4% | 10% | 4%
Clc1ccc(-c2cnn3c(-c4ccncc4)ccnc23)cc1 | ? | -8% | 23% | ? | 4% | 1% | 37% | 0.35µM* | 0.5µM* | 5% | 0.95µM*
CCn1c(-c2c[nH]c3ccccc23)n[nH]c1=S | 3% | 12% | 16% | 2% | -10% | 0% | ? | -3% | -1% | 0% | -3%
O=C(COc1ccc(-c2ccccc2)cc1)N1CCN(S(=O)(=O)Cc2ccccc2)CC1 | 0% | -9% | -2% | -53% | -5% | -4% | -1% | -6% | -1% | -9% | ?
Cn1c(Cc2cccs2)nnc1SCC(=O)Nc1ccc(F)cc1F | 0% | -2% | 1% | 4% | · | · | · | -3% | -1% | · | 3%
CCN(CC)CCNc1cc(C)c(C#N)c2nc3ccccc3n12 | · | 18% | 0% | 6% | -3% | 11% | -10% | 3% | -3% | -5% | -1%
Cn1c(N)c(C(=O)COC(=O)C2CC(=O)N(Cc3ccccc3)C2)c(=O)n(C)c1=O (configuration not stated) | -1% | -1% | -3% | -17% | 7% | · | ? | -2% | -2% | -8% | -7%
Cc1nc(-c2ccncc2)sc1C(=O)Nc1ccc(Cl)cc1 | 4% | -2% | -6% | -38% | 2% | 15% | -1% | -5% | -3% | -5% | 0%
CCN1CCN(c2ccc(NC(=O)c3cc(S(=O)(=O)N4CCCC4)ccc3Cl)cc2)CC1 | 11% | -8% | 1% | -8% | · | · | · | 2% | 1% | · | 2%
Brc1cccc(-c2cnc3n2CCCCC3)c1 | -6% | -13% | -5% | -34% | 10µM* | 3% | 0.4µM* | -5% | -4% | 2% | -12%
Cc1ccccc1C(=O)NCC(=O)OC(C)C(=O)NCc1ccco1 (configuration not stated) | 12% | -4% | 1% | 0% | · | · | · | -4% | -7% | · | 6%
Cc1ccc(-n2ncc3c(=O)n(CC(=O)NC4CCCCC4)cnc32)cc1C | 3% | -8% | -6% | 4% | -5% | -5% | 2% | -1% | 2% | 2% | 3%
Cc1cc(OCC(O)CN(CCO)CCO)ccc1Cl (configuration not stated) | 15% | 2% | 2% | -3% | -4% | -3% | 16% | -4% | 11% | 0% | -1%
CC(=O)c1ccc(NC(=O)CCc2nnc3ccc(NCc4ccco4)nn23)cc1 | ? | -21% | ? | 32% | -2% | 11% | 35% | ? | ? | 3% | ?
CC(C)=C1SC(N2CCN(c3ccc(C)cc3)CC2)=NC1=O | 9% | 11% | -4% | 10% | -12% | -8% | -1% | -1% | -1% | -3% | -1%
CCCCn1c(N)c(N(CC(C)C)C(=O)CSCC(=O)Nc2cccc(C)c2)c(=O)[nH]c1=O | -3% | 5% | -1% | 3% | · | · | · | -3% | 1% | · | 2%
CCOC(=O)c1sc(=S)n(-c2ccc3c(c2)OCO3)c1N | 3% | · | -4% | -38% | ? | ? | ? | -10% | 0% | 2% | -18%
CCN(CC(=O)Nc1ccc2c(c1)OCCO2)C(=O)C1CC(=O)N(c2ccc(OC)cc2OC)C1 (configuration not stated) | 7% | 13% | -1% | 1% | · | · | · | -6% | 2% | · | 6%
CN(Cc1cn(C)nc1-c1cccc(Cl)c1)C1CCOCC1 | -3% | 0% | 0% | -12% | -9% | 1% | 3% | -19% | 0% | -12% | -1%
CCCCn1c(Cl)nc2c1c(=O)n(C)c(=O)n2C | 5% | 5% | 0% | 10% | -1% | -10% | -6% | 3% | -4% | -1% | 1%
CC(C)C(=O)NN1c2ccccc2CCc2ccccc21 | -1% | -13% | -3% | 5% | 1% | -9% | 1% | 0% | 0% | -1% | 1%
O=c1oc2ccccc2c2c1nc(C(F)(F)F)n2-c1ccccc1 | -2% | 0% | 4% | -21% | -9% | -6% | -35% | 4% | -3% | -11% | 3%
CCc1c(C)nc2c(-c3ccccc3OC)c(C)[nH]n2c1=O | -6% | 4% | -9% | 4% | 4% | -4% | 1% | 5% | -3% | -13% | -3%
CCc1c(C)nc2ncnn2c1N1CCCC(C(=O)Nc2ccc(NC(C)=O)cc2)C1 (configuration not stated) | -2% | 14% | 1% | -10% | -6% | -7% | -17% | 4% | 3% | -9% | 4%
O=C(O)CC/C(=N\Nc1ccc([N+](=O)[O-])cc1S(=O)(=O)N1CCOCC1)c1cccs1 | -2% | -2% | -1% | -31% | 0% | · | 25% | 1% | -3% | 3% | 1%
CC(=O)c1cnc(N(C)C)s1 | 2% | 3% | 3% | -3% | -12% | 9% | -36% | -4% | 2% | -3% | -3%
Oc1c(C(Nc2ccccn2)c2cccnc2)cc(Cl)c2cccnc12 (configuration not stated) | 6% | -1% | 9% | -83% | 4.5µM* | 16% | 4µM* | -5% | -9% | 0% | 0%
CCn1cc(C(=O)N2CCCc3ccccc32)c2cc(OC)c(OC)cc2c1=O | -7% | 3% | 3% | 0% | 4% | 4% | 14% | -11% | -1% | 0% | -1%
C[n+]1ccccc1C1CCCC/C1=N\NC(N)=S (configuration not stated) | -2% | 6% | -3% | 39% | 6% | 4% | 25% | 19% | -1% | 3% | 1%
NS(=O)(=O)c1cc([N+](=O)[O-])ccc1NCc1cccnc1 | -4% | -1% | -1% | 28% | -1% | ? | 14% | 0% | -3% | 22% | 0%
O=C(CN1CCN(S(=O)(=O)c2ccc(Cl)cc2)CC1)NC(=O)NC1CCCCC1 | 2% | -3% | 1% | -37% | -6% | -1% | 1% | -16% | -2% | 4% | 0%
COC(=O)c1ccc(NC(=S)NC2CC3CCC2C3)cc1 (configuration not stated) | ? | 2% | 6% | 2% | ? | -14% | 11µM* | 23% | 23% | -7% | 21µM*
Cc1cc(C(=O)OCC(=O)Nc2cc(S(=O)(=O)N(C)C)ccc2C)c2ccccc2n1 | -5% | -2% | -6% | -4% | 5% | 13% | -1% | -5% | -1% | -1% | -1%
O=C(NCCN1CCOCC1)c1cc(-c2ccc(F)cc2)nc2ccccc12 | 2% | 6% | 1% | -11% | · | · | · | 1% | 1% | · | ?
O=C(O)c1ccc2c(c1)C(=O)N(c1ccc(OCc3ccccc3)cc1)C2=O | · | -3% | 2% | 27% | 2% | 11% | -33% | -5% | -1% | 7% | 1%
COc1ccc(CCNC(=O)C2CC(c3cccc(F)c3)=NO2)cc1 (configuration not stated) | -4% | 6% | 4% | 0% | 5% | 4% | 17% | -4% | -2% | -2% | 0%
Cc1ccc(-c2nnn(CC(=O)N3CCCCC3)n2)o1 | 22% | -3% | 7% | 51% | 9% | -7% | ? | 26% | 9% | -3% | -7%

Assay outcomes: PubChem, National Center for Advancing Translational Sciences (NCATS)
